Screening results deposited in PubChem BioAssay by several laboratories.
OX1R antag-1: OX1R (HCRTR1) antagonists, primary screen, fluorescence, CHO/OX1R cells, Fluo-8 calcium, orexin A. Orexin/Hypocretin receptor type 1 (Homo sapiens), O43613. Fluo-8 calcium fluorescence. inhibition, % at 5 µM. 0.43% of 330,000 active. AID 434989, 2010;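 active = inhibition above its plate's threshold, mean inhibition of all tested compounds on the plate plus 3 SD, cut at about 37% in these data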;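 also: 0% = orexin A challenge wells and 100% = SB-334867-A antagonist wells; not every result past the cut was called active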
Target sequence (O43613 whole entry, looked up): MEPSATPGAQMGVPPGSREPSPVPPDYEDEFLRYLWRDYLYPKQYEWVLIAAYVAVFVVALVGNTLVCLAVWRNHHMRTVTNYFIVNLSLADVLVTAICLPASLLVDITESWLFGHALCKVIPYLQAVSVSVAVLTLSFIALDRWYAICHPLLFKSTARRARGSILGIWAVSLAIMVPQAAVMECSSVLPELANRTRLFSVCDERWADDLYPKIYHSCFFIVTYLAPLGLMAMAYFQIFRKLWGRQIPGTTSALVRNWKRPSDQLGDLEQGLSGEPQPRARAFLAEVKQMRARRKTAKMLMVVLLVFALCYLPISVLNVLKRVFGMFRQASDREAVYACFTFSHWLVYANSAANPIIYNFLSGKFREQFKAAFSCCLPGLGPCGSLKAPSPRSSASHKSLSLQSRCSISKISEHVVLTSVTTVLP
STK33 kinase inh: inhibitors of purified STK33 kinase, primary screen, biochemical, ADP-Glo luminescence, homogeneous, cell-free; inhibition, % at 10 µM; 0.073% of 320,000 active; Serine/threonine-protein kinase 33 (Homo sapiens), Q9BYT3; MBP phosphorylation;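 active = inhibition at or above 25%, using the most active replicate where run in duplicate; inactive = inhibition below 25%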
Target sequence (Q9BYT3 whole entry, looked up): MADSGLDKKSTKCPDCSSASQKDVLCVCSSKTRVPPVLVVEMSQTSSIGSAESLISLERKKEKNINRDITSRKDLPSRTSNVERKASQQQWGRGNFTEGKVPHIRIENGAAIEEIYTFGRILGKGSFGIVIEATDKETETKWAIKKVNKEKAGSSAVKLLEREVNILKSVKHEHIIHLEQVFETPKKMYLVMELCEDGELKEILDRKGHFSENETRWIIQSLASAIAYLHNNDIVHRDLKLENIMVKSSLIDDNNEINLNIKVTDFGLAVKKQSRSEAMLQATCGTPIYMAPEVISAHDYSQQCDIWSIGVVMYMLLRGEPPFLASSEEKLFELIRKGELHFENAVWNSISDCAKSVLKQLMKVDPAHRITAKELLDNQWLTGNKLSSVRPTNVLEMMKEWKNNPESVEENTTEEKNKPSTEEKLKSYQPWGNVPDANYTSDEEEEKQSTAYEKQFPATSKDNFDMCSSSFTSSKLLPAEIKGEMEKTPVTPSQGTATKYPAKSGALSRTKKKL
OX1R antag-2: antagonists of human orexin 1 receptor (OX1R); OX1R-expressing cells, FRET antagonist read-out; inhibition, % at 6.6 µM; 1.8% of 330,000 active; AID 485270, 2010; in the data active = inhibition mostly above about 38%, no sharp cut-off; inactive = mostly below about 40%;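 also: 0% = agonist challenge alone and 100% = reference antagonist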
* marks the source's active call; other numbers are inactive results; nt = not tested or not shown.

The opening 4 records, ahead of the listing:
Compound | OX1R antag-1 | STK33 kinase inh | OX1R antag-2
CC(C)C(Sc1nc(-c2ccccc2)cc(-c2ccccc2)c1C#N)C(=O)O (configuration not stated) | -4 | -0.8 | 47
CSCCC(NC(=O)c1ccc(Cl)cc1)C(=O)OCC(C)=O (configuration not stated) | -21 | -1.0 | 10
COc1cccc(/C=C2\SC(=S)N(C(Cc3ccccc3)C(=O)O)C2=O)c1 (configuration not stated) | -6 | -0.8 | 14
N/C(CS(=O)(=O)c1ccc(F)cc1)=N\O | -6 | 3.4 | 4

The listing (from the top)
Compound | OX1R antag-1 | STK33 kinase inh | OX1R antag-2
CC(C)C(Sc1nc(-c2ccccc2)cc(-c2ccccc2)c1C#N)C(=O)O (configuration not stated) | -4 | -0.8 | 47
CSCCC(NC(=O)c1ccc(Cl)cc1)C(=O)OCC(C)=O (configuration not stated) | -21 | -1.0 | 10
COc1cccc(/C=C2\SC(=S)N(C(Cc3ccccc3)C(=O)O)C2=O)c1 (configuration not stated) | -6 | -0.8 | 14
N/C(CS(=O)(=O)c1ccc(F)cc1)=N\O | -6 | 3.4 | 4
Cc1noc(C)c1S(=O)(=O)N1CCCC(C(=O)NCCc2ccccc2)C1 (configuration not stated) | -37 | -1.2 | 19
C=CCOc1c(CCC)cc(CCC)cc1C(N)=O | 3 | -0.6 | -2
Cc1cccc(-c2noc(CCCC(=O)NC3CCCCC3)n2)c1 | -23 | 0.2 | 9
COc1ccc(NC(=O)CSc2nnc(-c3cccs3)n2N)cc1S(N)(=O)=O | 8 | -0.3 | 7
COc1ccccc1NC(=O)COC(=O)c1cnc(C)cn1 | -2 | -0.9 | 8
O=C(CNC(=O)c1ccc(F)cc1)Nc1ccccc1C(F)(F)F | -11 | -1.7 | 3
Nc1ncnc(Oc2ccccc2F)c1[N+](=O)[O-] | -6 | 0.6 | 14
COC(=O)c1c(NC(=O)CSc2nnc3ccccn23)sc2c1CCC2 | -18 | -0.7 | 16
CC(C)c1ccc(Nc2nc(Cl)nc(NCc3ccco3)n2)cc1 | -15 | -0.9 | 27
O=C(CC1SC(=O)NC1=O)Nc1ccc(Cl)cc1 (configuration not stated) | -13 | -1.3 | 11
COc1ccccc1C1CCN(Cc2ccccc2Cl)CC1 | -10 | -1.2 | -1
Cc1cccc(Nc2ccccc2)c1 | -6 | 0.3 | 13
COc1ccc(-n2c(SCC#N)nnc2-c2cccnc2)cc1 | -16 | 0.6 | 7
CN(CCNC(=O)C1CCC(=O)N(Cc2ccc(Cl)cc2)C1)CCc1ccccc1 (configuration not stated) | -37 | 9.1 | 7
COc1ccc(CCNc2ncnc3[nH]ncc23)cc1OC | -8 | 3.0 | 33
O=C(COC(=O)Cc1cccc(C(F)(F)F)c1)Nc1ccc2[nH]c(=O)[nH]c2c1 | -4 | -1.1 | 14
c1csc(C(c2nnnn2C2CCCC2)N2CCOCC2)c1 (configuration not stated) | -19 | 0.1 | 21
O=C(c1cccc(Br)c1)N1CCCC1 | 2 | -0.7 | 6
CCOC(=O)C(CCC#N)(CCC#N)C(=O)OCC | -2 | -0.1 | 7
Cc1ccc(CCNC(=O)CNS(=O)(=O)c2ccc3nc(C)sc3c2)cc1 | -26 | -1.0 | 4
O=C(COC(=O)c1cncc(Br)c1)Nc1ccc(N2CCCCC2)cc1 | -7 | 0.0 | 6

The listing continues:
Compound | OX1R antag-1 | STK33 kinase inh | OX1R antag-2
CCN(CC)CCCN1C(=O)C(=O)/C(=C(/O)c2ccc(OC)cc2)C1c1ccco1 (configuration not stated) | 7 | -0.1 | 24
CC(=O)Cc1nsc(NC(=O)c2cn(-c3ccccc3)nc2-c2ccc(Br)cc2)n1 | 4 | -0.8 | 10
COC(=O)C1CCCN1S(=O)(=O)c1ccc([N+](=O)[O-])cc1 (configuration not stated) | 0 | -1.1 | 36*
Cn1c(CN2CCCCC2)nc2cc(NS(=O)(=O)c3ccc(Cl)cc3)ccc21 | 13 | -2.5 | 8
Cc1cccc(NC(=O)CSc2nnc(CSc3nc(C)cc(C)n3)n2Cc2ccco2)c1 | -4 | 0.5 | 48
CC(OC(=O)c1ccccc1Br)C(=O)Nc1nc(-c2cccc([N+](=O)[O-])c2)cs1 (configuration not stated) | -16 | -0.9 | 2
CSc1c(C#N)sc(=S)n1-c1ccc(C)cc1 | -17 | -2.6 | 25
CCn1c2ccccc2c2cc(NC(=O)C(C)OC(=O)c3ccc(NC(=O)CC#N)cc3)ccc21 (configuration not stated) | 16 | 4.2 | 3
CCCC(C)NC(=O)c1cc(C(=O)OC)cc([N+](=O)[O-])c1 (configuration not stated) | -11 | 0.7 | 56
CC(C)(C)OC(=O)N1CCOCCOCCNCCOCCOCC1 | 1 | 0.7 | 6
CCOc1ccc(C2=Nc3ccccc3C(c3ccc(N4CCOCC4)cc3)=NN2)cc1 | -20 | -1.4 | 14
Cc1ccc(Sc2ncccc2N)cc1 | -24 | 0.9 | 11
Cc1cc(C)cc(C(=O)Nc2ccncc2)c1 | -22 | 1.1 | -2
O=[N+]([O-])c1cc(/C=N/Nc2nc3ccccc3[nH]2)c(O)cc1O | -11 | -0.1 | 8
CC(=O)N=c1sc2nc3ccccc3nc2n1N(C(C)=O)C(C)=O | 5 | 1.6 | 39
O=C(COC(=O)c1ccc([N+](=O)[O-])cc1Cl)Nc1cccnc1Cl | 4 | -3.3 | 30
CCCCNS(=O)(=O)c1cccc(S(=O)(=O)N2CCCC2)c1 | -19 | 0.0 | 4
COc1ccccc1-c1nnn(C/C(N)=N/O)n1 | -7 | -0.2 | 15
Cc1c(C)n(C(=O)CN2CCN(c3ccccn3)CC2)c2ccccc12 | -19 | -1.1 | 15
COc1ccc(CN2CC(C(=O)N3CCOCC3)CC2=O)cc1 (configuration not stated) | -4 | 1.6 | 3
CCOc1ccc(OCC(=O)OCc2csc(CC(=O)Nc3ccccc3C)n2)cc1 | -40 | -1.5 | 18
C#CCOC(=O)CCCNc1ccc([N+](=O)[O-])cc1[N+](=O)[O-] | -21 | -1.0 | 46*
CCCCNC(=S)NNC(=O)c1csc(C)c1 | -19 | 0.0 | 16
Cc1ccc(S(=O)(=O)CC(=O)Nc2nnc(C)s2)cc1 | -4 | 2.7 | 11
Cc1onc(-c2ccccc2)c1C(=O)Nc1ccc(S(=O)(=O)NC2=NCCCCC2)cc1 | -19 | -0.1 | 11

Four structures from above, sorted by count of non-hydrogen atoms, ascending:
Compound | OX1R antag-1 | STK33 kinase inh | OX1R antag-2
CSc1c(C#N)sc(=S)n1-c1ccc(C)cc1 | -17 | -2.6 | 25
Cc1ccc(S(=O)(=O)CC(=O)Nc2nnc(C)s2)cc1 | -4 | 2.7 | 11
CCCC(C)NC(=O)c1cc(C(=O)OC)cc([N+](=O)[O-])c1 (configuration not stated) | -11 | 0.7 | 56
CC(C)(C)OC(=O)N1CCOCCOCCNCCOCCOCC1 | 1 | 0.7 | 6

(continued)
Compound | OX1R antag-1 | STK33 kinase inh | OX1R antag-2
CC1=[N+](C)c2ccc3ccccc3c2C1(C)C | 3 | 1.3 | 15
O=C1NC2(CCCCC2)N=C1c1ccccc1 | -1 | -0.8 | 2
CCCC(=O)N1c2ccccc2[C@@H](N(C(C)=O)c2ccccc2)C[C@H]1C | -19 | 0.2 | 10
CCN(CC)CCCNC(=O)c1ccc2c(Cl)c3c(nc2c1)CCCC3 | -43 | 2.1 | 19
COc1ccccc1NS(=O)(=O)c1cccc(NC(=O)Nc2cccc(Cl)c2)c1 | 29 | -2.1 | 46
O=c1[nH]c(N2CCOCC2)cc2ccccc12 | 3 | 0.5 | 32
Cc1ccc(S(=O)(=O)N2CCCCC2)cc1NC(=O)C1CC1 | -5 | -1.0 | 0
c1ccc(COC2CCCN(Cc3nc(-c4cccs4)no3)C2)nc1 (configuration not stated) | -13 | -0.5 | 13
O=C(NC(Cc1ccccc1)C(=O)O)/C(=C/c1ccco1)NC(=O)c1cccc([N+](=O)[O-])c1 (configuration not stated) | -10 | 2.9 | 24
NC(=O)C1CCN(c2nc(-c3ccc(F)cc3)cs2)CC1 | -4 | -2.3 | 57*
CCOC(=O)CSc1nnc(-c2ccc([N+](=O)[O-])cc2)o1 | -12 | -0.5 | 59*
CC(C)C(c1nnnn1C1CCCC1)N1CCN(c2ccccc2F)CC1 (configuration not stated) | -11 | -1.0 | 3
CC(=O)Oc1ccc(-c2ccc(C(=O)Nc3cccc(S(=O)(=O)N4CCOCC4)c3)cc2)cc1 | -5 | -0.8 | 19
CCC(=O)NC(Nc1cc(C)cc(C)n1)(C(F)(F)F)C(F)(F)F | 10 | 0.3 | 7
Cc1nn2cc(-c3ccc(N)cc3)nc2s1 | -21 | 0.2 | 3
O=C(Nc1sc(-c2ccccc2)cc1C(=O)O)c1ccccc1 | -11 | -2.0 | 20
Cc1ccc(S(=O)(=O)N2CCOCC2)cc1C(=O)NC(C)CCc1ccccc1 (configuration not stated) | -13 | -0.7 | 9
Cc1ccc(-c2nc(SCC(=O)N(C)c3c(N)n(Cc4ccccc4)c(=O)[nH]c3=O)n[nH]2)cc1 | -9 | -1.5 | 6
CCCNC(=O)OC[C@H]1O[C@H](CCO/N=C/C[C@@H]2C=C[C@H](OC(C)=O)[C@@H](COC(C)=O)O2)C=C[C@@H]1Oc1ccc(OC)cc1 | -24 | -1.3 | 11
Nc1ccc(Oc2ncccn2)c(Cl)c1 | -10 | -5.6 | 5
CCCNC(=O)c1ccccc1NS(=O)(=O)c1ccc(OC)c(OC)c1 | -16 | -3.2 | 17
CCOC(=O)C1CCCN(C(=O)c2sc3nc(-c4ccc(OC)cc4)cn3c2C)C1 (configuration not stated) | -24 | 0.0 | 17
Cc1ccccc1CC(=O)N1CCN(S(=O)(=O)c2cccs2)CC1 | -17 | -0.9 | 10
Oc1c(Br)cc(Br)cc1C=Nc1cccc2ncccc12 | -11 | 0.0 | 54*
O=C(c1cccs1)N1CCN(C(=O)C(c2ccccc2)c2ccccc2)CC1 | -21 | -1.7 | 4

4 entries already listed, arranged by the value under OX1R antag-1, high to low:
SMILES,OX1R antag-1,STK33 kinase inh,OX1R antag-2
O=C(c1cccc(Br)c1)N1CCCC1,2,-0.7,6
O=C(NC(Cc1ccccc1)C(=O)O)/C(=C/c1ccco1)NC(=O)c1cccc([N+](=O)[O-])c1 (configuration not stated),-10,2.9,24
CC(C)c1ccc(Nc2nc(Cl)nc(NCc3ccco3)n2)cc1,-15,-0.9,27
c1csc(C(c2nnnn2C2CCCC2)N2CCOCC2)c1 (configuration not stated),-19,0.1,21

(further entries)
Compound | OX1R antag-1 | STK33 kinase inh | OX1R antag-2
COc1ccc(-c2csc(N3CCN(Cc4ccc5c(c4)OCO5)CC3)n2)cc1 | -26 | -3.4 | 23
CN(CC(=O)NCCc1ccc(F)cc1)Cc1ccccc1 | -22 | -0.8 | 28
CCC1(C)Cc2c(C#N)c(N)n(-c3ccccc3)c(=S)c2CO1 (configuration not stated) | 3 | -1.4 | 3
Cc1ccc(S(=O)(=O)N2CCC(C(=O)NCCCOC(C)C)CC2)cc1 | -8 | 0.1 | 27
COC(=O)c1cccc(NC(=O)NC(=O)c2ccccc2Cl)c1 | -46 | 3.1 | 6
Nc1nc(C(=O)N2CCOCC2)nn1C(=O)c1ccc(Cl)cc1 | -1 | 1.6 | 4
CCc1ccc(C(=O)OCC(=O)c2c(N)n(CC(C)C)c(=O)n(C)c2=O)cc1 | 4 | -0.2 | 14
CC(C)[C@H](NS(=O)(=O)c1cccc(C(F)(F)F)c1)C(=O)OCC(N)=O | -7 | -0.7 | 18
CCOc1ccc2[nH]c(=O)c(CN(CCCO)C(C)=O)cc2c1 | -6 | -0.2 | 8
O=C(Nc1ccc(F)cc1)C(Sc1nnc2ccccn12)c1ccccc1 (configuration not stated) | -17 | -1.7 | 15
N#CC(c1ccccc1)(c1ncc(C(F)(F)F)cc1Cl)N1CCOCC1 (configuration not stated) | -9 | -1.2 | 4
CCn1nc(C)c(/C=N/NC(=O)c2ccoc2C)c1C | -9 | 0.6 | -1
CN(CCC#N)c1ccc(/C=C(\C#N)c2ccccn2)cc1 | -11 | 2.8 | 38
Cc1c(Cl)c(C(=O)NNC(=S)Nc2ccccc2)nn1C | 6 | -1.3 | 22
Cc1nc2ncnn2c(C)c1CCC(=O)NCCCN1CCN(c2cccc(Cl)c2)CC1 | 0 | -1.0 | 11
Oc1ccc[n+](CC(O)c2ccccc2)c1 (configuration not stated) | -6 | -0.5 | 9
CNC[C@H](Cc1ccccc1)NC[C@@H](Cc1cccc2ccccc12)NCCc1ccc(C)cc1 | 25 | 2.9 | 19
Cn1c(SCC(=O)Nc2cccc(NC(=O)c3cccs3)c2)nnc1-c1ccncc1 | -14 | 0.0 | 11
O=C(C1=C(O)C(=O)N(CCCn2ccnc2)C1c1ccccc1)c1ccco1 (configuration not stated) | -4 | -0.6 | -3
CCCCC1=NC2(CCCC2)C(=O)N1Cc1ccc(-c2ccccc2-c2nn[nH]n2)cc1 | -15 | -3.1 | 20
CCOc1ccc(C(CC(=O)O)NC(=O)c2cccs2)cc1 (configuration not stated) | -8 | -3.8 | 9
C#CCOCCOCCOCCNc1nc(N2CCN(C(=O)[C@H](CCCCN)n3cc(C(N)CC(C)C)nn3)CC2)nc(N2CCN(C(=O)[C@H](CCC(=O)O)n3cc(C(N)[C@H](C)CC)nn3)CC2)n1 (some centres not stated) | -3 | 0.6 | 15
O=C1CC(N2CCN(c3cccc(C(F)(F)F)c3)CC2)C(=O)N1c1ccc(F)cc1 (configuration not stated) | -5 | 2.0 | -4
COc1ccc(CN(C(=O)c2cc(=O)c3ccccc3o2)C2CCS(=O)(=O)C2)cc1OC (configuration not stated) | -19 | nt | 15
O=C(NC1CCOCC1)C1CCC(=O)N(CCc2ccc(Cl)cc2)C1 (configuration not stated) | -17 | 0.3 | -1
